Screening data deposited in PubChem by several laboratories.
Autophagy HCS: autophagy modulation, high-content screen. calls only at 10 µM (by protocol). 0.98% of 190,000 active. MEF GFP-LC3 puncta imaging; test concentration mostly 10 µM;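 active = percentage of spot-positive cells more than 3 SD above its plate mean, without a fluorescence outlier flag or 80% toxicity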;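 also: spot-positive cell cutoff set from DMSO-treated cells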
b-catenin transl: alters nuclear translocation of beta-catenin in HeLa cells; 0.3% of 190,000 active; immunofluorescence imaging; AID 1665; nuclear translocation activity, % at 5 µM;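 active = nuclear translocation activity above 50% at 5 µM, with a well cell count of 50 or more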;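 also: per-cell ratio of nuclear to cytoplasmic median beta-catenin stain intensity; plate controls were DMSO negative control for no effect and GSK-3 inhibitor IX positive control for full effect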
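Test system: HeLa cells, endogenous beta-catenin; Compound: single 5 µM dose plus 0.02–20 µM confirmation series; Times: compound exposure 24 h at 37°C; Signal: fluorescence imaging of beta-catenin antibody stain plus DAPI; Read-out: % activation, nuclear-to-cytoplasmic median beta-catenin signal ratio per cell.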
Dynein transport: blocks dynein driven cargo transport along microtubules | 3617.4 mouse cells, GR-EGFP nuclear translocation imaging; test concentration mostly 20 µM; stimulated with dexamethasone, 1 µM; stronger effect = lower value | z-score, hits read low | 0.47% of 220,000 active;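 active = plate z-score of nuclear minus cytoplasmic receptor signal below a set negative limit, without overly bright fluorescence or cell loss, cut at about -3.5 in these data, passing the limit was not always enough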;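 also: z-score of nuclear minus cytoplasmic ring GR-EGFP intensity difference per well; some compounds called inactive have numbers as strong as hits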
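Buffer or medium: Induction medium lacking tetracycline, stripped serum | Also added: Dexamethasone agonist, 1.0 µM final, for 30 min | Timing: 48 h induction, 1 h compound, 30 min dex at 37 °C | Detection: Formaldehyde fixation, Hoechst nuclear stain, 10x automated fluorescence imaging | Measure: Nuclear versus cytoplasmic GR-EGFP signal, averaged per well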
NOD1 inhibition: NOD1 signaling inhibitors, primary screen, cell-based, luminescence, uHTS (AID 1578); NOD1-driven NF-kB luciferase reporter cells, luminescence; higher % means a stronger effect; inhibition, % at 4 µM; hits with a dose series show EC50 in µM; 1% of 290,000 active; in the data active = inhibition mostly above about 36%, no sharp cut-off; inactive = mostly below about 34%;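 also: HEK-293T reporter cells stimulated with the NOD1 agonist gamma-tri-DAP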
MT stabilize HCS: microtubule stabilizers in HeLa cells; 0.83% of 200,000 active; % tubulin-high responders, % at 10 µM; HeLa tubulin immunostaining HCS, 24 h; share of cells brighter than vehicle mean+2SD;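 active = plate Z-score above 3 for both tubulin-high and condensed-nucleus cell shares, with cell loss under 80%, at 10 µM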;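 also: anti alpha tubulin signal scored within the nucleus-defined area of each cell; some results filed as inactive read as strong as hits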
P. falciparum M17LAP: P. falciparum M17LAP inhibitors, primary screen, biochemical, fluorogenic H-Leu-NHMec substrate, 1536-well (AID 1619); 0.38% of 220,000 active; recombinant M17LAP, H-Leu-NHMec fluorogenic kinetic assay; higher % means a stronger effect; one-dose inhibition, % at 30 µM; IC50 in µM for titrated hits;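 active = compound inhibiting the enzyme by more than half at any dose during confirmatory dose-response retesting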;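 also: plate controls were full reaction with DMSO carrier for no effect and no enzyme background for full effect; strong numbers were not always called active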
Yfh1-depleted yeast: mitochondrial function rescue without frataxin homolog – Friedreich's ataxia, plus single-dose screen, dose response (AID 1465); S. cerevisiae Yfh1-off respiration, WST-1 reduction, 72 h; higher fold induction means a stronger effect; fold induction at 50 µM; hits with a dose series show EC50 in µM; 0.074% of 220,000 active;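 active = fold induction of absorbance versus untreated yeast above a set limit, then at least 30% activation at any dose in follow-up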;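 also: activators that raise dye reduction in frataxin-depleted yeast; strong numbers were not always called active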
Ins promoter up: MIN6 insulin promoter up-regulation; MIN6 insulin promoter-GFP reporter, high-content imaging; stronger effect = higher value; z-score at 5 µM; 0.3% of 190,000 active; AID 1625;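 active = z-score above 3 at 5 µM with at least 500 cells counted in the well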
HEK293 NOD2/NF-kB: NOD2 signaling inhibitors, cell-based, luminescence, uHTS, HEK293 (AID 1566); HEK293 NOD2/NF-kB luciferase reporter, luminescence; higher % means a stronger effect; inhibition, % at 4 µM; hits with a dose series show EC50 in µM; 0.63% of 290,000 active; in the data active = inhibition above about 50%; also: many of its hits are not listed in these tables
Dynein transport cytoplasmic EGFP: second read-out of Dynein transport, no call of its own (marks repeat the call); z-score; measured here: cytoplasmic GR-EGFP intensity; stronger effect = higher value
Dynein transport nuclear GR-EGFP: further read-out of Dynein transport, marked with its call; z-score; measured here: nuclear GR-EGFP intensity;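 lower value marks the stronger effect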
Dynein transport cell count: further read-out of Dynein transport, marked with its call; z-score; measured here: cell count per field
Ins promoter up cell count: recorded beside Ins promoter up, whose call it bears; cell count; measured here: cytotoxicity, nuclei count;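 total cells summed across four imaged fields per well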
b-catenin transl cell count 5 µM: further read-out of b-catenin transl, marked with its call; cell count; measured here: cell count, cytotoxicity flag
MT stabilize HCS Hoechst-high %: second read-out of MT stabilize HCS, no call of its own (marks repeat the call); % Hoechst-high responders; measured here: nuclear condensation Hoechst responders;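 share of cells brighter than vehicle mean plus two SD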
MT stabilize HCS cytotoxicity %: recorded beside MT stabilize HCS, whose call it bears; toxicity, %; measured here: cytotoxicity by cell density;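 0% = mean cell density of plate MIN control wells and 100% = no cells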
Autophagy HCS cell loss 18 h: recorded beside Autophagy HCS, whose call it bears; toxicity, %; measured here: cell loss, nuclei count;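 cell loss after 18 h compound exposure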
The depositor's hits bear a star; i = inactive; / = not tested or not shown.

structure	Autophagy HCS	Autophagy HCS cell loss 18 h	b-catenin transl	b-catenin transl cell count 5 µM	Dynein transport	Dynein transport cytoplasmic EGFP	Dynein transport nuclear GR-EGFP	Dynein transport cell count	NOD1 inhibition	MT stabilize HCS	MT stabilize HCS Hoechst-high %	MT stabilize HCS cytotoxicity %	P. falciparum M17LAP	Yfh1-depleted yeast	Ins promoter up	Ins promoter up cell count	HEK293 NOD2/NF-kB
C/C(Cl)=C\Cn1c(N2CCCC2)nc2c1c(=O)[nH]c(=O)n2C	i	-5	-0.5	1419	-0.95	-0.19	-0.38	0.59	-6%	2.1	2.7	8.8	15%	i	0.06	1670	0%
CCOC(=O)C1CCN(C(=O)c2ccc(Cl)c(NC3=NC4CS(=O)(=O)CC4S3)c2)CC1 (stereo not given)	i	-37	6.6	574	-1.2	-0.24	-0.032	0.63	3%	1.9	3.0	14	-3%	/	0.12	1301	12%
COc1ccc(CNC(=O)CSCc2cnn(-c3ccccc3)c2-n2cccc2)cc1	i	-11	/	/	-0.51	2.9	0.26	-0.033	20%	1.4	1.5	6.5	3%	i	-0.02	963	13%
COc1ccccc1N1CCN(C2CCN(S(=O)(=O)c3ccc(C)cc3)CC2)CC1	/	/	0.8	1359	0.26	0.034	0.36	-0.36	-5%	/	/	/	-3%	i	-0.25	1054	-13%
S=C(NCCc1ccccc1)Nc1ccc(Cl)cc1Cl	i	-21	2.0	1398	0.97	-0.22	0.83	0.65	-5%	3.9	2.8	3.1	-5%	i	-0.48	1322	-6%
CCN1C(=O)CSc2ccc(C(=O)NCCCN3CCOCC3)cc21	i	-39	-0.6	876	-0.77	-0.22	-0.071	0.26	-12%	3.7	1.9	2.4	-3%	i	-0.38	1442	-12%
CCCOc1ccccc1C1NC(=O)NC(C)=C1C(=O)OCCOC (stereo not given)	i	-3	2.1	1381	0.6	-0.15	0.42	0.32	-20%	3.8	2.5	5.6	-8%	i	0.1	1473	-8%
CCOC(=O)c1c(C2CCN(C(=O)OCC)CC2)nc2ccccn12	i	12	/	/	0.69	-0.15	0.71	-0.47	-30%	3.6	3.3	9.2	10%	i	0.11	973	6%
COc1cccc(C(=O)Nc2ccc(NC(C)=O)cn2)c1	i	6	-2.1	1111	0.94	-0.25	1	1.9	-60%	1.5	2.4	14	1%	i	/	/	-32%
CN(C(=O)c1ccc(Cl)c(S(=O)(=O)N2CCOCC2)c1)c1ccccc1C(=O)O	i	2	-6.8	964	1.5	-0.26	1.1	-0.93	-33%	5.2	2.0	6.0	-4%	i	-0.08	1230	4%
CC(C)Sc1n[nH]c(=O)n1-c1ccccc1	/	/	-3.6	1202	-0.88	-0.095	-0.44	0.5	-1%	/	/	/	4%	i	/	/	13%
CCOC(=O)C1(Cc2ccccc2)CCCN(Cc2ccc(OCCO)cc2)C1 (stereo not given)	i	2	2.7	884	-0.74	-0.27	-0.14	0.6	2%	4.0	1.5	1.1	-4%	i	/	/	-7%

(next part)
structure	Autophagy HCS	Autophagy HCS cell loss 18 h	b-catenin transl	b-catenin transl cell count 5 µM	Dynein transport	Dynein transport cytoplasmic EGFP	Dynein transport nuclear GR-EGFP	Dynein transport cell count	NOD1 inhibition	MT stabilize HCS	MT stabilize HCS Hoechst-high %	MT stabilize HCS cytotoxicity %	P. falciparum M17LAP	Yfh1-depleted yeast	Ins promoter up	Ins promoter up cell count	HEK293 NOD2/NF-kB
O=C(COC(=O)c1ccc2ccccc2n1)NCc1ccccc1	i	-3	-4.7	1013	1.4	-0.23	0.91	-0.75	-24%	1.6	3.5	9.3	-1%	i	0.3	1140	-8%
CCNc1ccc(S(=O)(=O)N(C)C)cc1NCC(=O)Nc1ccccc1Br	i	3	-3.3	1212	-0.79	-0.32	-0.34	0.31	-16%	5.4	1.2	7.3	8%	i	1.4	1291	11%
Cn1c(SCC(=O)Nc2ccccc2F)nnc1-c1cc2ccccc2o1	i	-1	/	/	0.65	-0.28	0.43	0.35	-24%	2.6	1.6	2.7	13%	i	1.1	728	-13%
CC(C)CN1CCN(Cc2ccc(Oc3ncccn3)cc2)CC1CCO (stereo not given)	/	/	0.8	1327	0.96	-0.039	0.37	-2.5	-1%	/	/	/	-9%	i	-0.18	1091	5%
O=C(NCc1ccc(C(F)(F)F)cc1)C12CN(Cc3ccccc3)CC1C(c1cccc([N+](=O)[O-])c1)=NO2 (stereo not given)	i	-22	3.1	948	-0.14	-0.15	0.28	-0.098	-8%	2.5	2.3	8.8	5%	i	-0.91	1396	0%
COC(=O)c1ccc(NC(=O)C(=O)N2CCN(C(=S)Nc3ccccc3OC)CC2)cc1	i	-1	-2.1	514	-0.42	-0.32	-0.45	0.52	-10%	2.7	3.8	5.2	-4%	i	0.06	1386	10%
Cc1ccc(-n2c(-c3ccccc3)nnc2-c2cccs2)cc1	i	-2	0.8	1172	-0.33	-0.22	0.19	0.24	-10%	3.1	2.6	2.9	5%	i	0.15	1127	3%
N/C(=N\c1nc2ccccc2o1)NC(=O)c1cccc(Cl)c1	/	/	-3.7	1233	1	-0.13	0.52	-0.4	4%	/	/	/	2%	i	-0.59	1240	10%
CCOC(=O)N1CCN(C(=O)c2ccc(N(C)S(C)(=O)=O)cc2)CC1	i	2	-1.6	1107	-0.79	-0.11	-0.12	0.53	-18%	3.3	1.7	5.0	-1%	i	0.4	1337	6%
COc1ccc(CCC(=O)NCCc2cn3c(C)csc3n2)cc1	i	3	/	/	0.57	0.12	0.44	-0.99	-12%	1.7	2.0	4.9	13%	i	0.37	811	-5%
COC(=O)c1ccccc1NC(=O)CCCn1nc([N+](=O)[O-])c(Br)c1C	i	0	-1.8	1083	-0.22	-0.29	0.68	-0.85	-7%	2.0	1.0	12	1%	i	-0.41	1348	18%
O=C(CSc1nnc2n1CCCN2C(=S)Nc1ccc(Cl)cc1)c1ccccc1	i	7	-0.4	1085	0.39	-0.23	0.34	0.85	-24%	1.9	0.8	14	15%	i	/	/	0%

The results go on:
structure	Autophagy HCS	Autophagy HCS cell loss 18 h	b-catenin transl	b-catenin transl cell count 5 µM	Dynein transport	Dynein transport cytoplasmic EGFP	Dynein transport nuclear GR-EGFP	Dynein transport cell count	NOD1 inhibition	MT stabilize HCS	MT stabilize HCS Hoechst-high %	MT stabilize HCS cytotoxicity %	P. falciparum M17LAP	Yfh1-depleted yeast	Ins promoter up	Ins promoter up cell count	HEK293 NOD2/NF-kB
CCn1c(COc2ccc3c(c2)OCO3)nnc1SCC(=O)c1ccccc1	i	-3	/	/	0.061	-0.2	0.025	0.87	-18%	5.3	1.7	5.9	20%	i	1.6	1229	-21%
Cc1cc([N+](=O)[O-])nn1CC(=O)NCCCn1ccnc1	i	18	-0.4	1514	-0.066	-0.33	-0.35	0.87	-23%	2.1	1.2	0.2	-6%	i	-0.03	1357	-1%
O=C(Nc1ccc(Cl)cn1)c1ccc(-c2cc(Cl)ccc2Cl)o1	i	18	1.2	1386	-0.51	0.13	-0.34	-0.037	-46%	1.4	1.6	11	-7%	/	-0.24	1325	14%
Cc1csc(SCC(=O)NC2CCCCC2)n1	i	-2	-2.6	1190	-0.43	-0.11	-0.22	-1.3	-26%	0.9	1.2	20	15%	i	-0.04	901	8%
CSc1nc(C)cc(SC(C(C)=O)C(=O)Nc2ccccc2)n1 (stereo not given)	i	1	-0.1	1354	-0.061	-0.13	0.3	0.53	11%	3.9	2.1	6.9	19%	i	0.12	1415	11%
COc1cccc(CC(=O)Nn2c(C)nc3ccccc3c2=O)c1	i	1	0.2	1074	-0.3	-0.12	-0.2	1.3	-18%	3.0	1.4	3.9	41%	i	-0.17	1223	1%
Cc1cc([N+](=O)[O-])ccc1NCc1cccc([N+](=O)[O-])c1	i	-16	3.1	1381	1.6	-0.11	1.6	-2	/	3.0	1.1	0.7	-10%	i	1.1	1429	15%
COc1ccc(NC(=O)c2[nH]c(C)c(C(C)=O)c2C)cc1Cl	i	5	-7.0	777	-0.33	-0.34	-0.11	0.64	-18%	2.3	3.2	9.8	3%	i	3.8*	912*	-14%
CNS(=O)(=O)c1cccc(C(=O)NCC2(N3CCOCC3)CCCCC2)c1	i	-3	-0.9	1014	0.48	-0.22	0.66	-1	-33%	2.5	3.0	8.8	5%	i	0.74	1233	3%
O=c1c(-c2ccccc2)coc2c(CN3CCCC3)c(O)ccc12	i	6	-1.8	931	-0.44	-0.3	-0.83	-0.46	-4%	4.4	3.0	5.6	-220%	i	/	/	-4%

The list is partial; the hit share may differ from the screen's.
